G9a block – inhibitors of human histone lysine methyltransferase G9a; Q96KQ7; 8.8% of 350,000 active; Potency, µM (top dose mostly 102 µM), inactives show at the highest dose activity, negative = inhibition, hits mostly inhibitors; AID 504332; G9a H3K9 monomethylation, AlphaScreen, 2 h; also: potency is read from the fitted curve at half-maximal effect; % is scaled to controls: 0 for no effect and ±100 for the full control effect; nearly all actives have a fitted effect of over 75% in size
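Step 1: enzyme (final 20 nM) with compound, 15 min RT. Step 2: substrate peptide 500 nM and SAM 20 uM, 2 h RT. Step 3: anti-H3K9me1 antibody and AlphaScreen beads, 10 min, then plate read.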
Pin1 inh – human Pin1 inhibition; Q13526; Pin1 FP peptide displacement, HiFluor488, 10 min; Potency, µM (doses to about 115 µM), inactives show top-dose activity, negative = inhibition, actives largely listed as inhibitors; 0.009% of 390,000 active; AID 504891; active = well fitted inhibition curve with a large enough effect in the polarisation, with a control signal flat, not every such curve was filed as active; inconclusive = small, poorly fitted or top-dose-only effect, or effect the other way, or a change in a side signal; inactive = no such curve, though single readings can be large or run the other way; the % refers to the polarisation; also: potency is read from the fitted curve at half-maximal effect; % is scaled to controls: 0 for no effect and ±100 for the full control effect
Target sequence (Q13526 whole entry, looked up): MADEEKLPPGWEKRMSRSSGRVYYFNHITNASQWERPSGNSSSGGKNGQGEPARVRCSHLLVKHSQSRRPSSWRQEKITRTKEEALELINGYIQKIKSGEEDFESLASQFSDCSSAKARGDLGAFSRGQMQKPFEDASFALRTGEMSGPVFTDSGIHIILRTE
GLS inh – inhibitors of human glutaminase (GLS) | O94925 | GLS enzymatic activity, qHTS titration | Potency, µM (highest dose often 45.5 µM), without a hit: at the top dose activity change, negative = inhibition, usual class: inhibitors | 0.21% of 410,000 active | AID 624170; also: potency is read from the fitted curve at half-maximal effect; % is scaled to controls: 0 for no effect and ±100 for the full control effect
Target sequence (O94925 whole entry, looked up): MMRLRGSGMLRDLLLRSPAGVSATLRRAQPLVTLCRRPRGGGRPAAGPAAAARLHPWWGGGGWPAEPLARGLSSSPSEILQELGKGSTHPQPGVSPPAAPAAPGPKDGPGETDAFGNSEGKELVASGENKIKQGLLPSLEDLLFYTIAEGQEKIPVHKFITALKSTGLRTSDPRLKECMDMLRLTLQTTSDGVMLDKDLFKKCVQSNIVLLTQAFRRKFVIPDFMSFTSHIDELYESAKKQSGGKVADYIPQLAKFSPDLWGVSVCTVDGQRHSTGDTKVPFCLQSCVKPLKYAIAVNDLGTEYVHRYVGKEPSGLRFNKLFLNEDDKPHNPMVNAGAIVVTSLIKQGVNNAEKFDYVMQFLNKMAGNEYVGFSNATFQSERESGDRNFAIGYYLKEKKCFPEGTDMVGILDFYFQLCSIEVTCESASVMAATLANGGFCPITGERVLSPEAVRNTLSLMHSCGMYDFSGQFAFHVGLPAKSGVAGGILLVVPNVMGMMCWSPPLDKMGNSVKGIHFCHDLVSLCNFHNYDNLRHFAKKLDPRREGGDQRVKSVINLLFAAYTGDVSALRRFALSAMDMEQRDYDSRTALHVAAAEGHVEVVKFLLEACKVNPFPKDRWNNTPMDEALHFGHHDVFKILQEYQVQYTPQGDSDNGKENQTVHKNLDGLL
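Assay buffer: 45 mM KH2PO4 pH 8.2, 0.02% Tween-20. hKGA acts on L-glutamine (1 mM solution added); product glutamate is reported by an oxidase/peroxidase Amplex Red coupling, with fluorescence taken at baseline and 30 min.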
ERG Ets-DNA blk – blocks human ERG Ets domain binding to DNA. P11308. 0.028% of 370,000 active. fluorescence polarization, His-ERG Ets domain / labelled DNA. Potency, µM (series often up to 76.9 µM), without a hit: at the highest dose FP activity, negative = inhibition, usual class: inhibitors; active = well fitted inhibition curve with a large enough effect in the polarisation, with a control signal flat; inconclusive = small, poorly fitted or top-dose-only effect, or effect the other way, or a change in a side signal; inactive = no such curve, though single readings can be large or run the other way; the % refers to the polarisation;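 also: polarization taken with two DNA probes labelled with fluorescein and Texas red; potency is read from the fitted curve at half-maximal effect; % of control where 0% means no effect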
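His-tagged ERG Ets domain (1 uM in the protein solution; 300mM KCl, 50mM Tris-HCl, 1mM EDTA, 1mM DTT, pH 7.5) received compound, then a probe mix of 5 nM fluorescein-DNA and 100nM Texas-615-DNA. Fluorescence polarization was read for both dyes.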
JMJD2A Tudor – blocks the human JMJD2A Tudor domain; Potency, µM (top dose mostly 114 µM), without a hit: top-dose activity change, negative = inhibition, most hits filed as inhibitors; AlphaScreen JMJD2A-Tudor / H3K4me3 peptide binding; 4.4% of 390,000 active; O75164; also: potency is read from the fitted curve at half-maximal effect; % is scaled to controls: 0 for no effect and ±100 for the full control effect; nearly all actives have a fitted effect of over 50% in size
HP1b chromo inh – inhibitors of HP1-beta chromodomain binding to methylated histone tails; 0.56% of 390,000 active; AID 540317; P83916; AlphaScreen HP1-beta / biotin-H3K9me3 peptide binding; Potency, µM (highest dose often 114 µM), for inactives: at the top dose activity change, negative = inhibition, hits mostly inhibitors; also: potency is read from the fitted curve at half-maximal effect; nearly all actives have a fitted effect of over 70% in size; inactives centre near 23
Target sequence (P83916 whole entry, looked up): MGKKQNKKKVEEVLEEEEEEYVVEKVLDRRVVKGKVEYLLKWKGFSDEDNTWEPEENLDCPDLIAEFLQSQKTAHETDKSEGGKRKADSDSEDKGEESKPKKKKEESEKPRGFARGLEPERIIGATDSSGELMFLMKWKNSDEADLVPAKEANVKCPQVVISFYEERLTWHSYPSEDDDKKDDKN
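AlphaScreen: HP1-beta (50 nM) preformed 30 min with biotin-H3(1-18)K9me3 peptide (50 nM) in PBS pH 7.4, 0.01% Tween-20. Compound added for 30 min at RT, then streptavidin donor/nickel chelate acceptor beads (10 ug/mL) for 30 min.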
BAZ2B block – BAZ2B (human) inhibition; Q9UIF8; AlphaScreen BAZ2B-H3K14Ac peptide displacement; Potency, µM (top dose mostly 114 µM), without a hit: at the top dose activity change, negative = inhibition, actives largely listed as inhibitors; 4.4% of 360,000 active; AID 504333; also: potency is read from the fitted curve at half-maximal effect; % is scaled to controls: 0 for no effect and ±100 for the full control effect; nearly all actives have a fitted effect of over 60% in size
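AlphaScreen displacement: compounds (up to 110uM) incubated 30 min at room temperature with a preformed 50 nM BAZ2B/50 nM biotinylated H3K14Ac peptide complex in PBS pH 7.4 with Tween-20. Donor and acceptor beads at 10 ug/mL final added, 20 min light-protected before reading.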
PI4K2A inh – inhibitors of human PI4K2A; purified PI4K2A, ADP-Glo luminescence, 1 h; hits give low values; activity change, negative = inhibition, % at 76.9 µM; 0.13% of 420,000 active; AID 1346378; in the data active = activity change below about -50%; inconclusive = mostly about -30% to -49%;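 also: -100% = wells without enzyme as full effect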
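PI4K2A activity was measured by ADP-Glo luminescence: enzyme (4 ug/mL stock) and phosphatidylinositol (1.2 mM stock) in Tris pH 7.5/MgCl2/EGTA/Triton X-100 buffer were reacted with ATP (300 microM stock) for one hour at ambient temperature.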
Tb PGK inh – blocks T. brucei phosphoglycerate kinase | P07378 | PGK/GAPDH coupled, Kinase-Glo luminescence, 60 min | Potency, µM (doses to about 57.5 µM), inactives show top-dose activity change, negative = inhibition, usual class: inhibitors | 0.043% of 380,000 active | AID 602233; also: potency is read from the fitted curve at half-maximal effect; % is scaled to controls: 0 for no effect and ±100 for the full control effect; nearly all actives have a fitted effect of over 60% in size
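Luminescent ATP detection (Kinase-Glo Plus) follows a 60-minute room-temperature incubation, with wells lacking PGK as controls. Buffer: 100 mM TEA (pH 7.6), 5 mM MgCl2, 0.01% Tween-20. Coupling enzyme GAPDH (100 nM final) supplies unstable 1,3-BPG in-well.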
Numbers without * were called inactive; i = inactive; ? = inconclusive; nt = not tested or not shown; & = joins results of further samples; [ ] = dose if it differs, or a comment. Unless noted, calls follow the shape of the dose curve; as a rule, active = well fitted curve in the direction sought with a large enough effect; inconclusive = small, poorly fitted or top-dose-only effect, or another doubt; inactive = no such curve, though single readings can be large; an effect the other way counts as inactive or inconclusive.

SMILES	G9a block	Pin1 inh	GLS inh	ERG Ets-DNA blk	JMJD2A Tudor	HP1b chromo inh	BAZ2B block	PI4K2A inh	Tb PGK inh
Cc1ccc2c(c1)c1c(n2C)C(=O)CCC1	12%[12.7 µM]	-12%	18%	3%	16%	63%[activator]	17%	10	i
Clc1ccc(C(Cn2ccnc2)OCc2c(Cl)cccc2Cl)c(Cl)c1 (stereo unspecified)	7.9µM*	-5%	5%	3%	?	-25%	32µM*	1&-5	-10%
CCSC1=C(C#N)C(c2cccc(OC)c2)CC(=O)N1 (stereo unspecified)	?	-14%	2%	0%	-18%	20%	-1%	-4	i
Cc1ccc(S(=O)(=O)Nc2cccc(-c3ccc(N4CCCC4)nn3)c2)c(C)c1	-7%[59 µM]	13%	-2%	1%	-25%	18%[57 µM]	-17%	-3	-9%
O=C(NCCC1CCCCN1S(=O)(=O)c1ccccc1)C(=O)NCCN1CCOCC1 (stereo unspecified)	9%[0.501 µM]	0%	-1%	4%	-15%	14%	-7%	3	-3%
Cc1nc2cc(C(F)(F)F)ccc2n1CCNc1nc(-c2ccc(F)cc2)cs1	28µM*	?	7%	-7%	?	3%	?	1	6%
Cc1c(CC(=O)N[C@@H](C)C(=O)O)c(=O)oc2cc3c(cc12)CCC(C)(C)O3	-11%	3%	1%	-12%	-1%	29%	4%	0	5%
C#CCOCCOCCOCCNc1nc(N2CCN(C(=O)[C@H](CC(N)=O)n3cc(C(N)[C@@H](C)CC)nn3)CC2)nc(N2CCN(C(=O)[C@H](CCCCN)n3cc([C@@H](N)CC(N)=O)nn3)CC2)n1 (stereo partly specified)	nt	-1%	1%	4%	79µM*	23%	nt	-3	-7%
Cc1ccc2c(c1)NC(=O)C(CC(=O)NC1CCCCC1C)O2 (stereo unspecified)	45µM*	-3%	-7%	-1%	2%	60%[activator]	5%	-6	8%
Cc1ccc(O)c(NC(=O)c2ccc3c(c2)C(=O)N(Cc2ccco2)C3=O)c1	nt	?	3%	-5%	-10%	40%[activator]	-7%	0	6%
COc1cccc(/C=C2/Sc3ccc(C(=O)NCCCN4CCCC4)cc3NC2=O)c1	-10%[59 µM]	2%	25%	11%	-34%	-6%[57 µM]	?	1	i
O=C(CSC1=NC(=O)C(Cc2ccccc2)C(=O)N1)Nc1ncc(Br)cc1Br (stereo unspecified)	-4%[59 µM]	-1%	9%	1%	-3%	20%	2%	3	-1%
COCCNC(=S)N=Nc1c(O)[nH]c2c(C)cc(C)cc12	-4%	0%	-2%	0%	-4%	18%	-10%	-1	-8%
O=C(NCCc1ccccc1)C1CCCN1S(=O)(=O)c1ccccc1 (stereo unspecified)	0%	3%	0%	3%	1%	22%	13%	4	i
CC(=NNC(=S)Nc1ccccc1Cl)c1ccccn1	nt	-2%	7%	10%	56µM*	-32%	nt	-1	0%
COc1ccc2sc(-c3ccc(SC)cc3)c(C#CCO)c2c1	nt	12%	-1%	-11%	5%	78%[activator]	nt	-4	-1%
O=c1[nH]nc(SCc2nnc(-c3ccc([N+](=O)[O-])cc3)o2)n1C1CCCCC1	?	-1%	-3%	-5%	-7%	10%	-5%	-4	-4%
Cc1ccc(-n2c(-c3cnccn3)n[nH]c2=S)c(Br)c1	18µM*	-4%	-5%	-12%	16µM*	44%[activator]	-30%	1	-6%
OCCC1CN(Cc2ccc(F)cc2)CCN1CCCc1ccccc1 (stereo unspecified)	27%	-5%	-2%	-13%	-24%	45%[activator]	-14%	0	-4%
Cc1nc2ccccc2c(=O)n1Nc1cccc(Cl)c1	15%[59 µM]	-4%	2%	-5%	-18%	30%	7%	0	-8%
COc1ccc(-c2noc(Cc3ccccc3OC)n2)cc1	252%[activator]	3%	-2%	-2%	122%[activator]	274%[activator]	193%[activator]	4	-5%
CC(NC(=O)c1ccc2c(c1)OCO2)c1cccc(C(F)(F)F)c1 (stereo unspecified)	27%[2.33 µM]	-6%	1%	1%	2%	25%	-6%	-1	-5%
Cn1c(=O)c2c(nc(NCc3ccccc3)n2Cc2ccccc2)n(C)c1=O	-8%[59 µM]	1%	10%	-1%	-32%	8%	?	-4	-9%
CCOC(=O)C1=NNC2(c3ccc(Cl)cc3)C(=O)N(c3ccc(C)cc3)C(=O)C12 (stereo unspecified)	2%[59 µM]	3%	11%	-3%	-13%	15%	-1%	2	i
COc1ccc(NC(=O)Cc2coc3cc(C)cc(C)c23)c(OC)c1	-11%[59 µM]	6%	-2%	-3%	-15%	33%	-7%	-3	7%
CCCC(=O)Nc1ccccc1OCc1cc(=O)n2cc(C)ccc2n1	11%[59 µM]	4%	7%	-4%	-6%	13%[57 µM]	7%	-1	13%
COc1ccc(OCc2nnc3n2N=C(c2ccc(C)cc2)CS3)cc1	?	4%	0%	-1%	-8%	33%	-9%	0	-8%
O=C(N/C(=C/C=C/c1ccccc1)C(=O)N1CCOCC1)c1ccccc1Br	20%	1%	0%	-17%	-8%	13%	-6%	-5	-7%
C/C(=N\NC(=O)c1ccccc1O)c1cccc(NC(=O)c2ccccc2)c1	27%	0%	-2%	-2%	-6%	26%	-16%	2	-2%
O=C1C=CC(=O)N1c1ccc(OC(F)F)cc1	1.4µM*	-1%	-16%	10%	16µM*	20µM*	?	14	-7%
CCOc1cc(C(=O)NCCCn2ccnc2)cc(OCC)c1OCC	14%[59 µM]	-8%	9%	-3%	-10%	18%	-4%	-1	i
Cc1ccc(NC(=O)Nc2c[nH]c(=O)[nH]c2=O)c(Cl)c1	5%[59 µM]	11%	3%	-1%	4%	28%	-6%	-4	-3%
Cc1ccc(-n2c(SCC(=O)O)nc3c(sc(=S)n3-c3ccc(C)c(C)c3)c2=O)cc1	?	-7%	0%	8%	-15%	13%	-1%	2	?
CCOc1ccc(-n2c(=O)c3c4c(sc3n(Cc3cccc(C)c3)c2=O)CCCC4)cc1	1%[59 µM]	0%	-3%	2%	8%	42%[activator]	0%	-1	-1%
O=C1CCc2cc(S(=O)(=O)NCc3ccccc3)cc3c2N1CC3	4%	-2%&3%	4%&-11%	1%&-4%	7%&-10%	16%&-13%	0%&-14%	-4&1	7%&-8%
Cn1nnc(NC(=S)NC(=O)c2cc(Cl)ccc2Cl)n1	3.5µM*	1%	39%[activator]	-1%	-5%	-3%	?	-5	-7%
CC1=NN(Cc2ccccc2)C(=O)C1C(c1ccncc1)C(C#N)C#N (stereo unspecified)	nt	2%	3%	-11%	-17%	34%	-39%	-8	-2%
COc1ccc(CCNC(=O)c2cc(-c3ccc(C)cc3)nc3n[nH]c(-c4ccc(F)cc4)c23)cc1OC	40%[59 µM]	7%	-7%	2%	-15%	40%[activator]	7%	-4	-3%
COc1ccccc1CNC(=O)c1ccc(-c2nc(CS(=O)c3ccccc3)c(C)o2)cc1 (stereo unspecified)	?	6%	0%	0%	-25%	20%	?	-1	-9%
Cc1sc2ncn(CC(=O)N3CCN(c4ccccc4)CC3)c(=O)c2c1S(=O)(=O)N1CCN(c2ncccn2)CC1	-43%[59 µM]	76%[activator]	1%	-11%	-13%	24%	-2%	-4	5%
COCCNC(=O)CN1C(=O)COc2ccc(S(=O)(=O)N3CCCC3)cc21	-21%[59 µM]	1%	1%	-1%	-9%	12%	-12%	1	8%
CC12CCC(=O)N1C(C(=O)NNC(=O)COc1cccc(C(F)(F)F)c1)CS2 (stereo unspecified)	17%[2.33 µM]	-2%	-3%	-5%	-7%	26%	-5%	-2	-10%
COc1ccc(C(=O)Nc2cccc(C)c2)cc1S(=O)(=O)N1CCOCC1	6%[59 µM]	4%	0%	nt	-19%	29%	-6%	-1	-5%
O=C(CSc1ncnc2scc(-c3ccccc3)c12)NC1CCS(=O)(=O)C1 (stereo unspecified)	-21%	-1%	17%	8%	-15%	37%	-6%	-1	0%
O=C(Nc1nnc(S(=O)(=O)N2CCCC2)s1)c1ccc(F)cc1	-22%[59 µM]	?	6%	1%	-4%	32%	-17%	-1	7%
CC(=O)N1CCN(c2ccc(NC(=O)c3ccco3)cc2)CC1	15%	3%	-7%	-5%	-4%	6%	2%	-3	-1%
O=C(c1cc(-c2ccncc2)nc2ccc(Br)cc12)N1CCN(Cc2ccc3c(c2)OCO3)CC1	3%[59 µM]	-1%	-4%	-1%	-32%	-8%	-11%	1	i
OCC[C@@H]1C[C@@H](O)[C@H](O)[C@@]2(OCCc3ccccc32)O1	-8%	-14%	11%	-7%	-19%	70%[activator]	2%	-1	1%
CCOc1nc(-c2ccccc2)ccc1-c1noc(-c2cccnc2)n1	nt	?	-30%	15%	1%	24%	nt	5	-1%
Cc1ccc(S(=O)(=O)NC(=O)Nc2ccc(F)c(F)c2)cc1	-3%	1%	0%	-4%	-18%	11%	0%	0	-3%
COc1cn(CC(=O)Nc2ccc(C)cc2C)c(CN2CCCCC2)cc1=O	-3%[59 µM]	-5%	4%	1%	-3%	21%	-2%	3	10%
COc1ccc(Br)cc1C(=O)NC(=S)Nc1cc(-c2nc3ccccc3[nH]2)ccc1C	?	19%	9%	-3%	?	-25%	-24%	3	-7%
NCCCn1cnc2ccccc21	?	-1%	9%	-3%	-10%	47%[activator]	-8%	-1	8%

Not a hit list (roughly 11% active in at least one column).
